KCNH2 3.1 block: blocks the human KCNH2 3.1 channel isoform; activity change, % (tested at about 1.8 µM); U2OS KCNH2 3.1, thallium flux FluxOr; hits give low values; AID 720553; actives 0.95% (n = 340,000);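 active means maximum activity change below -70%; inconclusive means maximum activity change from -70% to -50%; inactive means maximum activity change above -50%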;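 further: thallium influx rate constant from kinetic fluorescence after stimulation buffer; on the % scale 0 is the no-effect control and ±100 the full control effect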
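Measured as rate of thallium-driven FluxOr signal in transduced U2OS cells carrying the 3.1 channel, read kinetically for 2 min upon stimulation; values are rate constants scaled to DMSO control wells.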
hERG WT inh: KCNH2 (human, wildtype) channel inhibition; U2OS, BacMam KCNH2, thallium flux FluxOr; hits give low values; Q12809; AID 720551; actives 0.37% (n = 340,000); activity change, % at 1.84 µM;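 active means maximum activity change below -70%; inconclusive means maximum activity change between -70% and -50%; inactive means maximum activity change above -50%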; further: on the % scale 0 is the no-effect control and ±100 the full control effect
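U2OS cells were transduced with wild-type KCNH2 virus (2.03 x 10^8 / mL) for 4 h at room temperature, then cultured overnight at 37 C. Thallium flux was read with FluxOr dye. Rate constants were normalized to DMSO controls.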
TRPV1 ag: human TRPV1 agonism | Q8NER1 | TRPV1-expressing cells, Fluo-8 calcium influx, agonist mode | activation, % at 8.33 µM | actives 0.19% (n = 320,000) | AID 540275; in the data active means activation above about 80%; inconclusive means between about 30% and that limit; further: 0% is about no effect
Target sequence (Q8NER1 whole entry, looked up): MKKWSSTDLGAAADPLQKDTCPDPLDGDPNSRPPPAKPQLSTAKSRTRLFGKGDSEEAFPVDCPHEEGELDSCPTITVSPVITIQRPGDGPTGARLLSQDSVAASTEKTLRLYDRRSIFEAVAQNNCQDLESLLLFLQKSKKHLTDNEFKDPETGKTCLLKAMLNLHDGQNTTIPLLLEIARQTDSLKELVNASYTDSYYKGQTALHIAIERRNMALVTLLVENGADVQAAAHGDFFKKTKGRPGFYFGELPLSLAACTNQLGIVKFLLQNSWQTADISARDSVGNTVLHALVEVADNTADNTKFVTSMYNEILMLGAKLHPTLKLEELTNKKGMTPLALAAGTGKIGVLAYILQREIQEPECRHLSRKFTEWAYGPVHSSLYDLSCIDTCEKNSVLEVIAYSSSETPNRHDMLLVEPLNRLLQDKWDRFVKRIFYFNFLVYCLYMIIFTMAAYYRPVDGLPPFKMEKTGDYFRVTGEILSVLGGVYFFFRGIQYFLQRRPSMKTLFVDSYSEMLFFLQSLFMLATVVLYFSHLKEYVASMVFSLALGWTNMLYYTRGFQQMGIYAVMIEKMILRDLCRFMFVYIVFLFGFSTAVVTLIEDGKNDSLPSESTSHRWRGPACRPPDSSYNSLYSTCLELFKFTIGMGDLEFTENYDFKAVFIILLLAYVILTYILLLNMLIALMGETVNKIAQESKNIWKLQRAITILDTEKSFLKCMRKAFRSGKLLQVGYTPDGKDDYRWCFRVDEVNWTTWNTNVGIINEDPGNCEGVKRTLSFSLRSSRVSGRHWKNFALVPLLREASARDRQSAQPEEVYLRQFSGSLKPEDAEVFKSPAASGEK
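Cells expressing TRPV1 were dye-loaded with Fluo-8 and read kinetically: 10 s baseline, 3 min after compound (agonist portion), then 2 min after EC20 capsaicin (allosteric enhancer portion). Calcium-bound dye fluorescence at 480/520 nm.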
ELG1 repair inh: ELG1-dependent DNA repair inhibition; HEK293T ELG1-luciferase reporter, luminescence, 16 h; DNA damage induced by 5-fluorouridine; Potency, µM (top dose mostly 46.1 µM), inactives show at the highest dose activity change, negative = inhibition, actives largely listed as inhibitors; actives 2.3% (n = 330,000); further: potency means the concentration at half of the fitted maximal effect; on the % scale 0 is the no-effect control and ±100 the full control effect; nearly all actives have a fitted effect of over 55% in size
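Quantitative HTS, concentration-response format. 2,000 cells/well co-treated with 5-fluorouridine and compound, 16 hr in 5% CO2 at 37 °C; ONE-Glo luminescence read after 30 min.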
TSHR antagonist: antagonists of human thyroid stimulating hormone receptor. actives 0.2% (n = 330,000). AID 504810. TSHR-expressing cells, TSH-stimulated cAMP HTRF, 2 h; hits give low values. activity change, negative = inhibition, % at 11.5 µM. P16473;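 active means activity change below a set negative limit, meaning inhibition stronger than a set level, cut at about -70% in these data; inconclusive means activity change between two set negative limits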; further: on the % scale 0 is the no-effect control and ±100 the full control effect
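TSHR-expressing cells were treated with compounds, then stimulated with TSH at EC80 (4nM final) for 2 hours at 37 deg C. Cellular cAMP was measured by HTRF competition between lysate cAMP and cAMP-d2 for a cryptate-labelled anti-cAMP antibody.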
TCR activator: T cell receptor activation; primary human leukocytes, anti-CD3, IL-2 HTRF, 48 h; Potency, µM (highest dose often 9.22 µM), for the others: at the top dose activation of IL-2 secretion, actives largely listed as activators; 330,000 tested, under 10 active; further: % of control where 0% means no effect
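Primary human leukocytes were stimulated with a-CD3 beads plus compounds for 48 hr without co-stimulation; secreted IL-2 was quantified by HTRF using a-IL-2-K (europium cryptate) and a-IL-2-d2, excited at 320nm with acceptor emission read at 665nm.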
USP2a block: blocks human ubiquitin-specific protease USP2a | O75604 | USP2 core, Ub-CHOP2 coupled fluorogenic reporter, 485/531 | Potency, µM (doses to about 38.3 µM), inactives show at the top dose activity change, negative = inhibition, usual class: inhibitors | actives 0.01% (n = 330,000) | AID 463254;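 further: potency means the concentration at half of the fitted maximal effect; plate controls were DMSO wells for no effect and full inhibition by NEM control for full effect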
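Deubiquitinase activity read as fluorescence (485/531 nm) after Ub-CHOP2 cleavage activates the enterokinase reporter on its substrate; USP2 core 10nM, Ub-CHOP2 and substrate 25nM each, 30min compound preincubation then 60min RT; data normalized to NEM, curves fitted.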
Mito fusion yeast: inhibitors of mitochondrial division or activators of mitochondrial fusion | Potency, µM (highest dose often 46.1 µM), inactives show top-dose growth rescue (activation), most hits filed as activators | S. cerevisiae fusion-defective mutant growth rescue, CellTiterGlo 48 h | actives 0.23% (n = 320,000);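 further: potency means the concentration at half of the fitted maximal effect; % of control where 0% means no effect; nearly all actives have a fitted effect of over 45% in size; temperature-sensitive fusion mutants such as fzo1-1 at 37 °C on non-fermentable ethanol glycerol medium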
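S. cerevisiae fusion-defective temperature-sensitive mutants (e.g. fzo1-1, mgm1-5) grown 48 h at 37C in YPEG (ethanol/glycerol non-fermentable) medium with 23 nl compound per well; growth rescue read as CellTiterGlo luminescence.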
Eya2 phos inh: inhibitors of human Eya2 phosphatase activity; Potency, µM (titrated, usually from 76.9 µM), without a hit: at the highest dose activity, negative = inhibition, usual class: inhibitors; AID 488837; recombinant Eya2, OMFP fluorescence dephosphorylation (OMFP is methylfluorescein phosphate); actives 0.006% (n = 330,000); further: potency means the concentration at half of the fitted maximal effect; on the % scale 0 is the no-effect control and ±100 the full control effect
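Eya2 protein (added as 0.2 uM solution) was preincubated with compound for 10 min at ambient temperature in 50 mM HEPES pH 7.5, 50 mM NaCl, 5 uM MgCl2, 0.05% BSA, 1 mM DTT. OMFP (added at 50 uM) then reacted 10 min; fluorescence read at 485/525 nm.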
A-T KAP1 phos: candidate therapy for ataxia-telangiectasia; […] A-T fibroblasts, KAP-1 phosphorylation AlphaLISA; neocarzinostatin DNA damage 30 min before lysis; Potency, µM (top dose mostly 57.5 µM), for inactives: at the top dose activation, most hits filed as activators; actives 0.19% (n = 320,000); further: potency means the concentration at half of the fitted maximal effect; % of control where 0% means no effect; nearly all actives have a fitted effect of over 45% in size
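hTERT-immortalized A-T patient fibroblasts ([…]), 500 cells/well in OPTI-MEM, 1% FBS, got compounds for 60 min, then NCS for 30 min at 37C. Lysates were then assayed for phospho-KAP-1 by AlphaLISA (anti-pKAP1 donor, anti-KAP1 acceptor beads), 6 hr at 25C.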
* marks the source's active call; other numbers are inactive results; u = inconclusive; x = not tested or not shown; & = joins results of further samples; [ ] = dose if it differs, or a comment. Unless noted, the call rests on the fitted dose curve; in most records, active means well fitted curve in the direction sought with a large enough effect; inconclusive means small, poorly fitted or top-dose-only effect, or another doubt; inactive means no such curve, though single readings can be large; an effect the other way counts as inactive or inconclusive.

SMILES	KCNH2 3.1 block	hERG WT inh	TRPV1 ag	ELG1 repair inh	TSHR antagonist	TCR activator	USP2a block	Mito fusion yeast	Eya2 phos inh	A-T KAP1 phos
O=C(NCCc1ccc(Cl)cc1)c1ccc(Cn2c(=O)[nH]c3ccccc3c2=O)cc1	x	x	-3.6	x	-8.5	x	-1.5%	-1.9%	7.0%	2.8%
CC[C@@H](C)[C@@H](C(=O)N1CCN(C(=O)OC(C)(C)C)CC1)n1cc(CCC(=O)O)nn1	x	x	-6.9	10.0%	-0.8	6.9%	3.3%	10.5%	3.7%	6.5%
O=C(NCC1CCN(Cc2ccc(Cl)cc2)CC1)C1CCCN(c2ncnc3c2nc2n3CCCCC2)C1 (stereo not drawn)	-10.9	-7.1	13.9	u	-14.0	-2.9%	-0.5%	-5.5%	1.0%	-23.0%
COc1ccc(CCNC(=O)c2csc3c2CCCC3)cc1	11.5	-2.5	7.0	3.1%	16.2	2.3%	6.0%	-3.0%	-0.4%	5.4%
COC(=O)C(C)NC(=O)CNS(=O)(=O)c1ccc(F)cc1 (stereo not drawn)	-7.3	-5.9	-0.7	-18.2%	14.1	-2.7%	12.4%	19.6%	12.1%	4.1%
Cc1cc(C)n(C(=O)c2ccc([N+](=O)[O-])cc2Cl)n1	-0.1	-2.5	-3.0	-5.3%	11.5	0.5%	3.1%	0.6%	12.2%	-3.6%
Cc1cccc(C)c1OCC(N)C(C)C (stereo not drawn)	0.8	-2.2	1.4	-0.9%	-9.9	-4.7%	0.6%	-8.1%&-4.9%	2.9%&-25.1%	-4.3%
CCN(CC)/C(=N/S(=O)(=O)c1ccc(C)cc1)c1ccccc1	-1.3	-0.9	2.5	-1.0%	0.6	1.4%	4.3%	-0.5%	-26.2%	-1.6%
O=C(Oc1c(Cl)cc(Cl)c2ccccc12)N1CCCC1	5.8	-9.9	3.8	-2.3%	-15.0	-1.8%	0.4%	6.2%	7.0%	6.6%
O=C(NCc1cccnc1)c1cc2nc(-c3ccc4c(c3)OCO4)cc(C(F)(F)F)n2n1	-5.1	-4.3	-4.6	-1.0%	3.9	-2.5%	2.4%	-0.9%	-16.1%	0.0%
Cc1cccc(OCCCC(=O)Nc2nnc(C3CCCO3)s2)c1C (stereo not drawn)	-2.5	3.4	-7.8	2.5%	5.0	-0.7%	1.2%	2.6%	-14.6%	14.0%
O=C(CSc1ncccn1)Nc1ccc(S(=O)(=O)N2CCCCC2)cc1	-13.2	-0.5	10.5	3.7%	-11.6	4.6%	-0.3%	-2.7%	19.9%	2.9%
O=C(/C=C/c1ccc(F)cc1)NC(=S)Nc1ccccc1C(=O)NC1CCCCC1	17.5	2.6	x	17.8%	29.8	1.2%	0.8%	-3.0%	-9.3%	9.8%
CCOC(=O)CC1(C)NC(=O)c2c(C)sc(C(=O)OCC)c2N1 (stereo not drawn)	0.3	-5.8	2.5	14.7%	-5.3	6.5%	-4.0%	0.2%	0.4%	-2.1%
O=C(CSc1nnc2ccccn12)NC(=O)c1ccccc1	-13.1	-12.2	0.7	0.6%	3.5	-2.8%	2.1%	-0.1%	-0.8%	-2.1%
CC1CCCN(S(=O)(=O)c2cccc(C(=O)NCC3CCCO3)c2)C1 (stereo not drawn)	-12.8	-8.0	x	5.3%	-5.5	-4.9%[46.1 µM]	1.5%	x	-16.9%	8.0%
O=[N+]([O-])c1cccc2nc(-c3ccccc3)c(-c3ccccc3)nc12	-108.3*	-132.2*	5.7	-11.4%	3.5	6.2%	1.7%	14.5%	-4.0%	8.1%
Cc1ccccc1NC(=O)COc1nsnc1N1CCOCC1	14.2	-7.1	-0.5	-11.2%	3.4	-4.5%	-1.6%	-3.4%	-6.8%	-3.4%
COc1ccc(CCNc2ccc([N+](=O)[O-])cn2)cc1	-5.8	17.0	1.9	-1.4%	10.5	1.3%	-0.6%	1.6%	-12.5%	2.2%
Cc1cn([C@H](C(=O)NCCCCCCCCCCC(=O)N2CCN(C(=O)OC(C)(C)C)CC2)[C@@H](C)O)nn1	1.0	2.6	11.0	u	-19.1	-2.1%	0.3%	-4.2%	-1.1%	11.0%
COC(=O)C1=C(O)C(C(=O)OC)C(c2ccc(C)cc2)C(C#N)(C#N)C1c1ccc(C)cc1 (stereo not drawn)	-1.8	11.0	u	u	-15.6	-3.4%[46.1 µM]	0.1%	18.5%	3.2%	x
CC1CCCC(=C\c2ccccc2)/C1=N/O (stereo not drawn)	14.5	-3.1	21.1	-1.1%	2.5	-7.0%[46.1 µM]	4.1%	21.8%	0.4%	9.0%
COCCN(C(=O)c1ccc(C)o1)c1c(N)n(CC(C)C)c(=O)[nH]c1=O	5.1	6.0	-3.9	8.7%	5.9	0.1%	3.2%	-1.0%	12.3%	-1.8%
Cc1cc(C(=O)N/N=C/c2ccc([N+](=O)[O-])cc2)c(C)o1	5.8	14.3	-1.5	u	28.4	1.3%	0.5%	-2.2%	-6.5%	-2.9%
Cc1cccc(NC(=O)c2cnn(-c3ccccc3)c2C)c1C	1.7	2.1	19.1	u	-8.7	-16.9%	2.7%	-1.3%	-8.1%	-15.1%
COc1ccc(CCNC(=O)C(C)Sc2ccccc2)cc1OC (stereo not drawn)	5.1	-1.2	x	-4.0%	-13.0	-1.2%	-0.5%	-0.5%	6.4%	-4.2%
Cn1c(Cn2nnc3ccccc32)nnc1SCC(=O)N1c2ccccc2Sc2ccccc21	-4.4	-1.7	-4.5	u	14.6	2.8%	-10.5%	-5.3%	-5.9%	x
CCSc1nc2c(c(=O)[nH]1)C(c1ccncc1)C(C(=O)OC)=C(C)N2 (stereo not drawn)	1.7	-10.7	2.1	9.1%	11.2	1.1%	-1.0%	-2.2%	-10.0%	1.2%
CC(=O)c1c(C)n(-c2ccccc2Br)c2ccc(O)cc12	4.9	-1.0	-13.1	u	-8.9	0.0%	0.5%	0.8%	6.4%	-5.4%
COC(=O)c1sccc1N/N=C/c1ccc(OC)c(OC)c1OC	1.1	-10.2	2.9	u	-19.5	1.5%[46.1 µM]	1.9%	-8.5%	-13.0%	13.8%
O=C(COC(=O)COc1ccc(Cl)cc1Br)NCc1cccs1	-3.9	-5.8	22.2	16.7%	2.6	-4.0%	-0.4%	2.6%	9.7%	0.4%
COc1ccc(N(CC(=O)NC2CCCCC2)C(=O)CNC(=O)c2cccs2)cc1OC	-2.7	-2.0	-2.1	11.1%	6.4	7.0%	-2.5%	2.7%	-4.7%	-3.1%
Cc1ccccc1N1CCN(C2CCCN(C(=O)c3cc(CC(C)C)nn3C)C2)CC1 (stereo not drawn)	-5.6	1.7	7.6	-14.0%	-11.0	-4.0%	-0.8%	0.4%	0.8%	6.9%
COc1ccc(OCC(O)Cn2cnc(-c3ccc(Br)cc3)c2)cc1 (stereo not drawn)	-8.8	-4.7	25.2	u	11.5	-2.3%[46.1 µM]	-1.4%	9.8%	-0.5%	5.3%
CC(c1ccco1)N(C(=O)c1ccc(C#N)cc1)c1ccccn1 (stereo not drawn)	0.5	-4.9	-0.2	0.3%	-0.9	-3.1%	1.2%	0.2%	6.7%	4.4%
Cc1ccc(C)c(NC(=O)Cn2c(=O)n(-c3ccc(CC(=O)NCC4CCCO4)cc3)c(=O)c3ccccc32)c1 (stereo not drawn)	x	x	-5.2	2.3%	34.8	x	-0.6%	1.5%	14.9%	8.4%
CN(C)/C=C1/C(=O)N(c2ccc([N+](=O)[O-])cc2)N=C1c1ccccc1	x	x	-3.5	u	-24.0	-6.4%[46.1 µM]	2.8%	-7.6%	2.4%	13.7%
COCc1cc(=O)n2[nH]cc(-c3ccsc3)c2n1	5.0	-16.1	-1.5	-30.0%	-1.7	-1.9%	-0.8%	-4.4%	8.6%	-8.6%
Cc1ccc(C(=O)/C=C/c2c(C)nn(-c3ccccc3)c2Cl)cc1	-4.9	-5.7	-0.7	u	-10.2	0.0%	0.6%	-3.5%	-3.4%	10.9%
O=C1OCCC1Sc1nnc(-c2cccc(Br)c2)o1 (stereo not drawn)	3.0	-11.5	8.3	13.4%	-9.5	1.7%	-1.0%	-0.7%	-3.8%	-7.1%
O=[N+]([O-])c1cccc(-c2cn(-c3ccccc3)c(=S)[nH]2)c1	-24.8	u	1.7	28.5%	-1.7	-8.8%	2.4%	17.2%	9.3%	0.9%
Cc1ccc(C)c(C(=O)COC(=O)c2nn(C)c(=O)c3ccccc23)c1	-13.4	-3.8	6.9	9.0%	-22.3	6.6%	-0.4%	1.2%	-17.1%	6.3%
CCc1ccc(CNc2ccc3c(c2)ncn3C(C)(C)C)cc1	x	x	0.3	u	-2.5	5.3%	0.7%	7.8%	-2.4%	-8.6%

A portion of the library; count on the stated rates, not on these rows.
